# Screening results from PubChem.
# aSyn tox rescue: alpha-synuclein toxicity suppression in yeast; Potency, µM (titrated, usually from 46.1 µM), for the others: at the top dose growth rescue (activation), most hits filed as activators; S. cerevisiae alpha-synuclein toxicity rescue, BacTiter-Glo growth, 24 h; hit rate 0.02% among 94,000; AID 1347070; active means well fitted activation curve with a large enough effect; further: 0% is about no effect
#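 Growth restoration measured by BacTiter-Glo luminescence after 24 hr at 30 deg C; alpha-synuclein yeast, raffinose-pregrown to mid-log, were added at OD600=0.02 in galactose medium onto pinned compounds.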
# * marks the source's active call; other numbers are inactive results; [ ] = dose if it differs, or a comment. Potency means the concentration at half of the fitted maximal effect.
# Sample of the layout (16 entries):
SMILES,aSyn tox rescue
Cc1oc(-c2cccc(Cl)c2)nc1CSc1nnc(C)n2c1cc1occc12,8%
Cc1ccccc1NC(=O)COc1ccc(Br)cc1CNCCCO,-5%
Cc1ccc(-c2nc(S(=O)(=O)c3ccc(C)cc3)c(SCC(=O)NC3CCCCC3)o2)cc1,5%
Cc1cc(=S)c2ccccc2[nH]1,12%
COc1cc(NC(=O)c2ccccc2-n2cnnn2)cc(OC)c1,-44%[inhibitor]
CCCCNC(=O)C1CCCN(Cc2nc(-c3ccc(Cl)cc3)oc2C)C1 (stereo not given),2%
Cc1ccc(C)c(Cn2c3ccccc3c3cnn(CC(=O)N4CCCCC4)c(=O)c32)c1,2%
Cc1cc(C)n(C(C)CC(=O)Nc2ccc(C)c(F)c2)n1 (stereo not given),18%
O=C(Nc1ccc(S(=O)(=O)N2CCCCC2c2cccnc2)cc1)c1ccc(Br)cc1 (stereo not given),16%
COc1ccc(C(=O)NCCc2sc(-c3cccc(F)c3)nc2C)cc1,7%
CCN(CC)c1cc(C)c2cc(NC(=O)c3ccc(F)cc3Cl)ccc2n1,-1%
CC1(C)CC(N2CCN(C(c3ccccc3)c3ccccc3)CC2)=CC(=[N+]2CCCCC2)C1,13%
Cc1ccc(CNC(=O)CCCCCn2c(=O)c3sccc3n(CC(=O)C(C)(C)C)c2=O)cc1,5%
CCOC(=O)c1noc2ncnc(N(CCC(=O)OC)c3ccccc3)c12,-1%
Cc1ccc2nc(NC(=O)/C=C/c3ccc4c(c3)OCO4)sc2c1,-9%
COCOCCn1cc(CN2CCS(=O)(=O)N(Cc3ccc(-c4ccc(OC)nc4)cc3)C(C(C)C)C2=O)nn1 (stereo not given),7%

# This part in full (from the top)
SMILES,aSyn tox rescue
Cc1oc(-c2cccc(Cl)c2)nc1CSc1nnc(C)n2c1cc1occc12,8%
Cc1ccccc1NC(=O)COc1ccc(Br)cc1CNCCCO,-5%
Cc1ccc(-c2nc(S(=O)(=O)c3ccc(C)cc3)c(SCC(=O)NC3CCCCC3)o2)cc1,5%
Cc1cc(=S)c2ccccc2[nH]1,12%
COc1cc(NC(=O)c2ccccc2-n2cnnn2)cc(OC)c1,-44%[inhibitor]
CCCCNC(=O)C1CCCN(Cc2nc(-c3ccc(Cl)cc3)oc2C)C1 (stereo not given),2%
Cc1ccc(C)c(Cn2c3ccccc3c3cnn(CC(=O)N4CCCCC4)c(=O)c32)c1,2%
Cc1cc(C)n(C(C)CC(=O)Nc2ccc(C)c(F)c2)n1 (stereo not given),18%
O=C(Nc1ccc(S(=O)(=O)N2CCCCC2c2cccnc2)cc1)c1ccc(Br)cc1 (stereo not given),16%
COc1ccc(C(=O)NCCc2sc(-c3cccc(F)c3)nc2C)cc1,7%
CCN(CC)c1cc(C)c2cc(NC(=O)c3ccc(F)cc3Cl)ccc2n1,-1%
CC1(C)CC(N2CCN(C(c3ccccc3)c3ccccc3)CC2)=CC(=[N+]2CCCCC2)C1,13%
Cc1ccc(CNC(=O)CCCCCn2c(=O)c3sccc3n(CC(=O)C(C)(C)C)c2=O)cc1,5%
CCOC(=O)c1noc2ncnc(N(CCC(=O)OC)c3ccccc3)c12,-1%
Cc1ccc2nc(NC(=O)/C=C/c3ccc4c(c3)OCO4)sc2c1,-9%
COCOCCn1cc(CN2CCS(=O)(=O)N(Cc3ccc(-c4ccc(OC)nc4)cc3)C(C(C)C)C2=O)nn1 (stereo not given),7%
COc1ccccc1CCNC(=O)C1CCN(C(=O)/C=C/c2ccccc2)CC1,5%
CCCc1c(C(=O)N/N=C(\CC)c2ccccc2)nnn1-c1nonc1N,-11%
CCOc1ccc(CNC(=O)Cn2nc(C)c3c(C)n(-c4ccc(C)cc4)nc3c2=O)cc1,-1%
Cc1ccc(S(=O)(=O)NN2CCCCCC2)cc1,9%
CCc1ccc(C(=O)c2c(N)c(-c3nc(-c4ccc5c(c4)OCO5)cs3)c3ccccn23)cc1,-10%
COc1cc2c(cc1OC)CN(C(=S)Nc1ccc(OC(F)F)cc1)CC2,3%
Cc1ccc(NC(=O)CC2Sc3ccc(C(F)(F)F)cc3NC2=O)cc1 (stereo not given),-6%
Cc1cc(C)c(NC(=O)Cc2csc(C)n2)c(Cl)c1,1%
COc1cccc2sc(=NC(=O)c3ccc(S(=O)(=O)N4CCCCC4)cc3)n(C)c12,-9%
COc1ccc(-c2[nH]nc3nc(N4CCN(C(=O)c5ccoc5)CC4)cc(C(F)(F)F)c23)cc1,5%
Cc1nn(Cc2noc(C(=O)NCc3ccc(F)cc3)n2)c(C)c1Br,-4%
COc1ccccc1OCCNC(=O)c1ccc(C)o1,3%
Cc1nnc(N2CCC(C(=O)N3CCCCC3)CC2)c2nn(-c3ccc(Cl)cc3)c(C)c12,8%
COc1ccc(CNc2nc3c(-c4cccc(C)c4)nnn3c3ccccc23)cc1,-3%

# Next part; it opens with the 2 that closed the last part.
SMILES,aSyn tox rescue
Cc1nnc(N2CCC(C(=O)N3CCCCC3)CC2)c2nn(-c3ccc(Cl)cc3)c(C)c12,8%
COc1ccc(CNc2nc3c(-c4cccc(C)c4)nnn3c3ccccc23)cc1,-3%
Cc1ccc(-c2noc(CNC(=O)c3ccc(C(C)(C)C)cc3)n2)cc1,-7%
CCN(CC)S(=O)(=O)c1ccc2c(c1)c(=O)c(C(=O)NCc1ccccc1Cl)cn2C,-8%
Cc1ccccc1-c1nc2scc(CCNC(=O)C(=O)Nc3ccc(F)cc3F)n2n1,5%
Cc1ccc(C)c(N2CCN(C(=O)C3CCC(CNS(=O)(=O)c4ccc(Br)s4)CC3)CC2)c1 (stereo not given),4%
Cc1ccc(C)c(SCC(=O)NCC(c2ccco2)N2CCCCC2)c1 (stereo not given),-1%
CC1=NNC(=O)C(CC(=O)Nc2ccc(Cl)c(Cl)c2)C1 (stereo not given),3%
COc1ccc(C2NC(=O)c3ccccc3N2)c(OC)c1OC (stereo not given),4%
CCOc1cccc2cc(C(=O)NCCC3=CCCCC3)c(=O)oc12,-1%
CCOc1ccc(NC(=O)N2CC=C(c3c[nH]c4ccccc34)CC2)cc1,-9%
CCCCNC(=O)CSc1nc2cc3c(cc2c(=O)n1CCCCCC(=O)NCc1ccc2c(c1)OCO2)OCO3,0%
CC1CCN(CCOc2ccc(Cl)c(Cl)c2)CC1,9%
CC(C)(C)c1ccc(C(=O)/C(C#N)=C/c2cccs2)cc1,7%
C=CCN(CC=C)C(=O)c1ccc(OC2CCN(Cc3ccccn3)CC2)cc1,11%
COc1ccc(C(=O)NCc2nnc(SCC(=O)Nc3ccccc3OC)n2C)cc1,9%
O=S1(=O)c2ccccc2N(Cc2ccc(F)cc2)c2ccccc21,5%
Nc1ccc(C(=O)OCC(=O)NC(=O)c2ccccc2)cc1[N+](=O)[O-],4%
CCCCn1c(N)c(N(CC(C)C)C(=O)CSc2nnc(-c3ccc(Cl)cc3)o2)c(=O)[nH]c1=O,0%
CCOc1ccc(OCCC(=O)OCC(=O)Nc2ccc3c(c2)OCCO3)cc1,-1%
Cn1c(CNC(=O)c2ccco2)nnc1SCC(=O)c1ccccc1,7%
Cc1ccc(S(=O)(=O)N(C)C[C@@H]2OCc3cn(nn3)CCCC(=O)N([C@@H](C)CO)C[C@H]2C)cc1,6%
COc1ccc(C(=O)NCC(c2cccnc2)N2CCN(c3ccccc3OC)CC2)cc1OC (stereo not given),-5%
CC1=C(C(=O)Nc2ccccc2)C(c2cccs2)n2nc(SCc3ccccc3)nc2N1 (stereo not given),1%
CC(C)c1ccc(NC(=O)CCCc2nc(-c3ccc(Cl)cc3)no2)cc1,-1%
COc1cc(CC(=O)Nc2nc(-c3ccccc3)c(C(C)=O)s2)cc(OC)c1OC,0%
Cc1ccc(S(=O)(=O)CCN2CCN(c3ccccc3)CC2)cc1,17%
COc1cc(Cl)c(C)cc1NC(=O)c1cnn(-c2ccc(F)cc2F)c1C1CCN(C(=O)OC(C)(C)C)CC1,13%
CCCC1(c2ccccc2)NC(=O)N(CC(=O)Nc2ccccc2C(F)(F)F)C1=O (stereo not given),16%
CCc1cccc(NC(=O)CCc2c(C)nc3c(c2C)c(=O)n(C)c(=O)n3C)c1,-6%
Cc1ccccc1N=Nc1c(C)[nH]n(-c2ccccc2)c1=O,5%
Cc1cc(-c2ccc(S(=O)(=O)Nc3ccc(Cl)cc3)cc2)on1,9%
O=C(CCc1nnc(C2CCCCC2)o1)N1CCN(Cc2ccccc2)CC1,-6%
CCOC(=O)c1ccc(NC(=O)c2oc3ccc4c(c3c2C)C(=O)CC(C)(CC)O4)cc1 (stereo not given),2%
CN(C)c1nc(C(=O)O)nc(N2CCOCC2)n1,6%
Cc1c(Cl)cccc1NC(=O)CSc1nc(=O)n(CCN2CCOCC2)c2c1CCC2,-6%
O=C(NCCNC(=O)c1cnccn1)c1ccc(Cl)c(Cl)c1,-8%
CCOC(=O)c1cc(-c2ccc(F)cc2)n(CC(=O)NC2CCCCCC2)c1C,1%
Cc1[nH]c2ccc(F)cc2c1CCNC(=O)C1CCCCC1C(=O)OCC(F)(F)F (stereo not given),8%
O=C(NCCc1ccc(Cl)cc1)c1ccc(CS(=O)Cc2ccccc2Cl)o1 (stereo not given),2%
CCOC(=O)C1CCN(C(=O)c2ccc(-n3ccc4ccccc43)s2)CC1,5%
Cn1c(=O)n(-c2ccc3c(c2)OCO3)c2nc(-c3ccccc3)nc(C(N)=O)c21,-7%
COc1ccccc1NC(=O)c1sc2nc(C)c(C(=O)Nc3ccc(C)cc3C)c(-c3ccccc3Cl)c2c1N,1%
COc1cc2c(cc1O)C(CSC)Cc1cc3c(cc1N(C)CC2)OCO3 (stereo not given),7%
C[C@H]1CN([C@@H](C)CO)C(=O)CCCn2cc(nn2)CO[C@@H]1CN(C)S(=O)(=O)c1cccc(C#N)c1,-1%
Cc1cc(N)n(-c2ccc(S(=O)(=O)N3CCOCC3)cc2[N+](=O)[O-])n1,-13%
COc1c2c(cc3oc(=O)ccc13)OC(C)(C)C=C2,6%
CCOC(=O)c1sc2ccccc2c1S(=O)(=O)Nc1ccc(N(C)C)cc1,4%
O=C(NC(=S)NCC1CCCO1)c1ccccc1[N+](=O)[O-] (stereo not given),0%
O=C(CSC1=NS(=O)(=O)c2ccccc2N1)NCc1ccc(F)cc1,-5%
Cc1oc(-c2cccc(Cl)c2)nc1CN1CCC(C(=O)NCCc2ccc(Cl)cc2)CC1,-8%
Cc1ccc(CNC(=O)C2CCN(S(=O)(=O)c3c(C)noc3/C=C/c3cccs3)CC2)cc1,-3%
# Remaining list, next part.
SMILES,aSyn tox rescue
O=C(CC1SC(=Nc2ccc(OC(F)F)cc2)N(CCN2CCOCC2)C1=O)Nc1ccccc1 (stereo not given),7%
Cc1cc(C(=O)NCc2cccc(Br)c2)c2c(C)nn(-c3ccccc3)c2n1,-9%
Cc1nn(CC(=O)NCc2ccc(OC(C)C)cc2)c(=O)c2c(C)n(-c3ccc(Cl)cc3)nc12,1%
COc1cccc(CNC(=O)C2CCC(CNc3c(N4CCC(C)CC4)c(=O)c3=O)CC2)c1 (stereo not given),-4%
COc1ccc(NC(=O)c2sc3nc[nH]c(=O)c3c2C)cc1OC,-18%
N#Cc1nnn(-c2cc(Cl)cc(Cl)c2)c1N,0%
Cc1ccc(OCC(=O)N(Cc2ccccc2)c2c(N)n(Cc3ccccc3)c(=O)[nH]c2=O)c(C)c1,-1%
CCc1cccc(C)c1Nc1c(-c2ccc(SC)cc2)nc2sccn12,13%
CCc1ccc(NC(=O)CSc2ccc3nnc(CCNS(=O)(=O)c4ccc(OC)cc4)n3n2)cc1,0%
CC(C)Cc1nnc(NC(=O)c2ccc3c(c2)NC(=O)C(C)S3)s1 (stereo not given),1%
O=C(CC1SCCNC1=O)NCc1ccccc1 (stereo not given),-8%
Cc1ccc(CNC(=O)Cc2coc3cc(C)cc(C)c23)cc1,8%
CCOC(=O)c1cnc2ccc(OC)cc2c1NCCc1ccccc1,-10%
NS(=O)(=O)c1ccc(NC(=O)CN2CCCc3ccccc32)cc1,0%
CC(C)(C)Cc1c(-c2ccc(C#N)cc2)nc2ccc(Cl)cn12,-8%
Cc1ccc(NC(=O)CSc2nccn2C2CCCC2)cc1,1%
CCC(C)Nc1nc2c(c(=O)[nH]c(=O)n2C)n1Cc1ccc(F)cc1 (stereo not given),4%
Cc1ccc(-c2nc(CS(=O)CC(=O)NCCN3CCCC3)c(C)o2)cc1 (stereo not given),-2%
COc1ccc(CCNc2oc(COc3cccc(C)c3)nc2C#N)cc1OC,-6%
CCOC(=O)c1ccc(N2CCN(c3ccccc3F)CC2)c(NC(=O)Nc2ccccc2)c1,-3%
O=C(Nc1ccccc1N1CCCC1)C1CCN(S(=O)(=O)c2cccc(C(F)(F)F)c2)CC1,-50%[inhibitor]
COc1cccc2sc(=NC(=O)CS(=O)(=O)c3ccccc3)n(C)c12,11%
CCN1CCN(S(=O)(=O)c2cc3c(cc2Cl)NC(=O)CO3)CC1,-4%
CCOC(=O)c1c(C)[nH]c(C)c1S(=O)(=O)NCC(=O)Nc1cccc(Cl)c1,-5%
COC(=O)c1ccc(-c2nc3cc(NC(C)=O)ccc3o2)cc1,-7%
COc1ccccc1NC(=O)CN1C(=O)c2ccccc2Sc2ccc(C(=O)N3CCCC3)cc21,10%
CCOC(=O)c1noc2ncnc(Nc3ccc(C)c(F)c3)c12,-9%
Cc1cc2nc(-c3ccc(SCc4ccc(C(=O)O)cc4)nc3)[nH]c2cc1C,2%
CCOC(=O)CNC(=O)Nc1cc(C(=O)NCc2cccc(F)c2)ccc1N1CCCC1,4%
O=C(CSc1ccc(F)cc1)NNC(=O)c1ccccc1Br,2%
COc1ccc(-c2nc(C)c(CCNC(=O)C(=O)Nc3c(C)cccc3C)s2)cc1OC,8%
COc1cccc(N2CCN(C(=O)c3ccc(NC(=O)c4nsc5ccccc45)cc3)CC2)c1,7%
CCCc1cc(=O)[nH]c(SCC(=O)N2CCN(c3ccccc3)CC2)n1,-2%

# These rows are one share of the data; count on the stated rates, not on these rows.
